POLB inh = qHTS Assay for Inhibitors of DNA Polymerase Beta | hit rate 1.3% among 340,000 | Potency, µM (highest dose often 114 µM), for inactives: at the highest dose activity change, negative = inhibition, actives largely listed as inhibitors | Pol beta primer extension/strand displacement, fluorescence kinetic; note: potency is the fitted concentration of half-maximal effect; % is set by controls: 0 for no effect and ±100 for the full control effect
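Human Pol beta at 10 nM; strand-displacement substrate 50 nM final. Compound exposure 15 min at room temperature before start, reaction 10 min at room temperature.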
ERG-DNA inh = qHTS for Small Molecule Inhibitors of the ERG Ets/DNA interaction; Potency, µM (titrated, usually from 76.9 µM), for the others: top-dose FP activity, negative = inhibition, most hits filed as inhibitors; hit rate 0.028% among 370,000; AID 624246, 2012; Transcriptional regulator ERG (Homo sapiens), P11308; fluorescence polarization, His-ERG Ets domain / labelled DNA; active = well fitted inhibition curve with a large enough effect in the polarisation, with a control signal flat; inconclusive = small, poorly fitted or top-dose-only effect, or effect the other way, or a change in a side signal; inactive = no such curve, though single readings can be large or run the other way; the % refers to the polarisation;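 note: polarization taken with two DNA probes labelled with fluorescein and Texas red; potency is the fitted concentration of half-maximal effect; % of control where 0% means no effect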
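His-tagged ERG Ets domain (1 uM in the protein solution; 300mM KCl, 50mM Tris-HCl, 1mM EDTA, 1mM DTT, pH 7.5) received compound, then a probe mix of 5 nM fluorescein-DNA and 100nM Texas-615-DNA. Fluorescence polarization was read for both dyes.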
APE1 inh = qHTS Assay for Inhibitors of the Human Apurinic/apyrimidinic Endonuclease 1 (APE1); DNA repair nuclease/redox regulator APEX1 (Homo sapiens), P27695; recombinant APE1, TAMRA/BHQ-2 abasic DNA cleavage fluorescence; Potency, µM (top dose mostly 65.8 µM), for the others: at the top dose activity change, negative = inhibition, hits mostly inhibitors; hit rate 0.35% among 350,000; AID 2517, 2012;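 note: potency is the fitted concentration of half-maximal effect; plate controls were vehicle for no effect and reference inhibitor for full effect; nearly all actives have a fitted effect of over 55% in size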
Target sequence (P27695 whole entry, looked up): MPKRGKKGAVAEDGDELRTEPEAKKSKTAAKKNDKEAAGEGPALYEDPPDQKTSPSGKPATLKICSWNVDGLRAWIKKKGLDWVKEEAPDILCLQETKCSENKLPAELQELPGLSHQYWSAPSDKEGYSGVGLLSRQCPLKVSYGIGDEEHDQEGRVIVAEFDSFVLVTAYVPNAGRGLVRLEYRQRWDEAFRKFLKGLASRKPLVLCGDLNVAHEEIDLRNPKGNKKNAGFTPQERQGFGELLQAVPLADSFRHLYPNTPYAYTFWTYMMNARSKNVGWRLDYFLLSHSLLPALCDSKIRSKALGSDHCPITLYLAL
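Incision of a quenched TAMRA/BHQ-2 THF abasic-site duplex (50 nM) by 0.75 nM APE1, after 15 min compound preincubation, measured as fluorescence increase over three 60 s reads. Values normalized to buffer, DMSO and NSC13755 control wells.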
12-LOX inh = Primary qHTS assay for inhibitors of human arachidonate 12S-lipoxygenase (ALOX12): Round 2. purified 12hLO, xylenol orange hydroperoxide absorbance. Polyunsaturated fatty acid lipoxygenase ALOX12 (Homo sapiens), P18054. Potency, µM (top dose mostly 108 µM), for the others: top-dose activity change, negative = inhibition, most hits filed as inhibitors. hit rate 1.1% among 580,000; note: potency is the fitted concentration of half-maximal effect; % is set by controls: 0 for no effect and ±100 for the full control effect
Target sequence (P18054 whole entry, looked up): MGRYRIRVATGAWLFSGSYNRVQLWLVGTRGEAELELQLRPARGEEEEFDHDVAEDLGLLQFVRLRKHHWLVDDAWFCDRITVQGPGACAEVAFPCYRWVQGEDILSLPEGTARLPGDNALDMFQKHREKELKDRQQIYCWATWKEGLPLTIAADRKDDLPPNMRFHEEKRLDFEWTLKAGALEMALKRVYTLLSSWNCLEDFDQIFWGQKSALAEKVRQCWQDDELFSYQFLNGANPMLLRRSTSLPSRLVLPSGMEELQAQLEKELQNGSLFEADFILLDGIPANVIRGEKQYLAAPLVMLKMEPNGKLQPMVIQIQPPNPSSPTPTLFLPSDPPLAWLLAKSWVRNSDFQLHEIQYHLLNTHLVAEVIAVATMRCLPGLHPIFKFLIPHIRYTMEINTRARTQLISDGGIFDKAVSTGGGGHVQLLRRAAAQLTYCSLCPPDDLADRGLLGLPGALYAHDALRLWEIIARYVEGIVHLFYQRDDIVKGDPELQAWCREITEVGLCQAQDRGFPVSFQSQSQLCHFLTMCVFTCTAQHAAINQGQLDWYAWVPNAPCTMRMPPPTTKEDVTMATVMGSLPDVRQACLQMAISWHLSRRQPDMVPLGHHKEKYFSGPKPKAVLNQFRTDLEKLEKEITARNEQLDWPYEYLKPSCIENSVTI
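Purified human 12hLO (150 nM final) in 25 mM Hepes, 0.01% Triton X-100, pH 7.0 was preincubated 15 min at room temperature with compound. Then 40 uM arachidonic acid was added, 30 min. Hydroperoxide was read by Fe-XO absorbance ratio 573/405 nm.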
TRHR agonist = qHTS for Small Molecule Agonists and Allosteric Enhancers of Human TRH Receptor: Primary Screen for Agonists; Thyrotropin-releasing hormone receptor (Homo sapiens), P34981; TRHR cells, calcium flux fluo-8, FDSS agonist mode; activation, % at 2 µM; hit rate 0.18% among 360,000; AID 493084, 2011; in the data active = activation above about 30%; note: 0% is about no effect
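TRHR-expressing cells, plated overnight in medium with 10% serum, were loaded with fluo-8 calcium dye at room temperature. After a 10 s baseline, library compound was pin-added and calcium release was recorded kinetically (ex 480/em 530) as agonist response.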
BLM helicase inh = qHTS Assay for Inhibitors of Bloom's syndrome helicase (BLM) | recombinant BLM DNA unwinding, fluorescence dequenching | Potency, µM (series often up to 56.1 µM), for inactives: top-dose activity change, negative = inhibition, actives largely listed as inhibitors | hit rate 0.2% among 350,000 | AID 2528, 2010 | RecQ-like DNA helicase BLM (Homo sapiens), P54132;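 note: potency is the fitted concentration of half-maximal effect; plate controls were vehicle for no effect and no enzyme for full effect; nearly all actives have a fitted effect of over 35% in size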
POLI inh = qHTS for Inhibitors of Polymerase Iota; Pol iota fluorescent replication assay, 10 min; DNA polymerase iota (Homo sapiens), Q9UNA4; hit rate 1% among 390,000; Potency, µM (top dose mostly 115 µM), for the others: at the top dose activity, negative = inhibition, hits mostly inhibitors; AID 588590, 2011; note: potency is the fitted concentration of half-maximal effect
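Fluorescent replication assay read twice, at 0 min and 10 min after adding 50 nM (final) substrate. Enzyme (10 nM) and compounds were first incubated 15 min at room temperature; enzyme-free buffer wells were negative controls.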
Apoferritin bind = qHTS Assay for Identification of Novel General Anesthetics | Ferritin light chain (Equus caballus), P02791 | apoferritin/1-aminoanthracene competitive binding, fluorescence | Potency, µM (titrated, usually from 77.5 µM), inactives show top-dose activity change, negative = displacement, usual class: inhibitors | hit rate 0.074% among 350,000 | AID 485281, 2010; note: potency is the fitted concentration of half-maximal effect; % is set by controls: 0 for no effect and ±100 for the full control effect; nearly all actives have a fitted effect of over 20% in size
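Horse-spleen apoferritin (10 uM) was mixed with 50% saturated 1-aminoanthracene in PBS, exposed to compounds for 10 min at room temperature, and read for fluorescence (ex 380 nm, em 535 nm). Competitive displacement was fitted with a four-parameter Hill equation.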
POLK inh = qHTS for Inhibitors of Polymerase Kappa; purified Pol kappa, fluorescent DNA synthesis assay, 10 min; Potency, µM (top dose mostly 107 µM), without a hit: at the highest dose activity, negative = inhibition, usual class: inhibitors; AID 588579, 2011; DNA polymerase kappa (Homo sapiens), Q9UBT6; hit rate 0.53% among 400,000; note: potency is the fitted concentration of half-maximal effect; % is set by controls: 0 for no effect and ±100 for the full control effect
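Here, compound and 10 nM enzyme are combined for 15 min at room temperature; adding 50 nM substrate (final) starts DNA synthesis, tracked by fluorescence at 0 and 10 min against buffer-only wells.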
The depositor's hits bear a star; ? = inconclusive; · = not tested or not shown; & = joins results of further samples; [ ] = remark or other dose. Unless noted, calls come from the whole dose curve; as a rule, active = well fitted curve in the direction sought with a large enough effect; inconclusive = small, poorly fitted or top-dose-only effect, or another doubt; inactive = no such curve, though single readings can be large; an effect the other way counts as inactive or inconclusive. This is a subset, so the mix of outcomes need not match the whole.

SMILES | POLB inh | ERG-DNA inh | APE1 inh | 12-LOX inh | TRHR agonist | BLM helicase inh | POLI inh | Apoferritin bind | POLK inh
Cc1ncc([N+](=O)[O-])n1CC(=O)Nc1ccc(OC(F)(F)Cl)cc1 | 1% | 8% | 55%[activator] | · | 1.1 | 0% | ? | -1% | 8%[60.1 µM]
COc1ccccc1CNC(=O)C(C)Sc1ccc(C)cc1 (centres undefined) | 23% | -1% | -1% | ? | -0.4 | -6% | -15% | -14% | -23%
Cc1nn(C)c(C(=O)NNC(=S)NCC(C)C)c1Cl | -12% | -2% | -3% | 1% | -0.2 | -8% | 17% | -5% | -15%
CC(=O)Nc1c(Cl)cnn(-c2ccccc2)c1=O | · | -12% | · | 22% | · | · | -12% | · | 4%
CC12CCC(=O)N1C(C(=O)NCCc1ccc(F)cc1)CS2 (centres undefined) | · | 10% | · | 0% | · | · | 30% | · | 6%
CC(=O)c1cccc(NC(=O)CSc2nc3ccccc3c(=O)n2CCCN2CCOCC2)c1 | · | 4% | 38% | 23% | · | · | 27% | · | 1%
O=C1OC(c2ccccc2)=C/C1=C/N1CCCCC1 | 12% | 3% | 13% | ? | 0.0 | -3% | -9% | -20% | 2%
Nc1nonc1C(=O)N/N=C/c1cc2c(cc1Br)OCO2 | 0% | 17% | 27% | ? | 1.2 | -10% | -18% | ? | -3%
COc1cccc(C(=O)NCC(c2ccco2)N2CCOCC2)c1 (centres undefined) | · | 13% | 17% | 11% | 0.4 | · | 21% | · | 3%
Cn1c(=O)c2c(nc(SCC(=O)Nc3ccccc3)n2Cc2ccccc2F)n(C)c1=O | -3% | 0% | · | -41%&-24% | -1.2 | -4% | 6% | 2% | -11%

Quoted from the entries so far for reference:
SMILES | POLB inh | ERG-DNA inh | APE1 inh | 12-LOX inh | TRHR agonist | BLM helicase inh | POLI inh | Apoferritin bind | POLK inh
CC(=O)Nc1c(Cl)cnn(-c2ccccc2)c1=O | · | -12% | · | 22% | · | · | -12% | · | 4%
CC12CCC(=O)N1C(C(=O)NCCc1ccc(F)cc1)CS2 (centres undefined) | · | 10% | · | 0% | · | · | 30% | · | 6%

(listing goes on)
SMILES | POLB inh | ERG-DNA inh | APE1 inh | 12-LOX inh | TRHR agonist | BLM helicase inh | POLI inh | Apoferritin bind | POLK inh
O=C(CSc1nnc(NC(=O)C2CC2)s1)Nc1ccccc1Cl | 26% | -3% | 31% | 1% | -0.2 | -2% | 72%[activator] | 3% | 6%
CN(C(=O)COC(=O)CCc1c[nH]c2ccccc12)C(c1ccccc1)c1ccccc1 | 2% | · | 3% | 0% | 0.5 | -14% | 7% | 31%[activator] | -17%
COc1cc(C2C(C#N)=C(N)N(N(C)C)C3=C2C(=O)CC(C)(C)C3)ccc1O (centres undefined) | 31% | 0% | 12% | 11% | -0.6 | -21% | 28% | -2% | -5%
CCOC(=O)/C(=N\Nc1cc(Cl)ccc1Cl)N1CCN(CC)CC1 | 11% | -8% | 18% | ? | -0.4 | -14% | 14% | -5% | 3%
Cc1cc(C)nc(SC(C)C(=O)Nc2ccc(S(N)(=O)=O)cc2)n1 (centres undefined) | 4% | -19% | 0% | 0% | -0.1 | -3% | 1% | -3% | 1%
Cc1cc(NC(=O)c2cc(-c3ccccc3C)nc3ccccc23)no1 | 0% | -5% | -5% | ? | 0.2 | -5% | 11% | -16% | -8%
CCCCc1cc(=O)oc2cc(C)cc(OC(C)C(=O)NCc3ccncc3)c12 (centres undefined) | 26% | 3% | -7% | 1% | 0.0 | 5% | -9% | -5% | 2%
COC(=O)[C@H](Cc1ccccc1)NC(=O)Cn1cnc2c(NCc3ccccc3)ncnc21 | · | -9% | -6% | 7% | · | · | -5% | · | -6%
COc1cc([N+](=O)[O-])ccc1NC(=O)CCCOc1cc(C)ccc1C | 2% | -1% | -2% | 11% | -0.2 | -6% | -13% | -2% | -15%
CCCCCn1c(CN2CCN(C)CC2)nc2c1c(=O)n(C)c(=O)n2C | 10% | -18% | 0% | 1% | -0.1 | -3% | -13% | -2% | -7%
O=C(O)c1ccc(N2C(=O)CC(N3CCN(c4ccc(Cl)cc4)CC3)C2=O)cc1 (centres undefined) | 30% | 11% | -6% | 0% | 0.8 | 1% | 2% | -1% | -1%
COc1cccc(CN(C)C(=O)c2ccc(Oc3ccccc3)cc2)c1OC | 15% | 9% | 11% | -10% | -2.1 | -7% | 58%[activator] | -4% | -11%
CCN(CC)CCCn1c(SCC(=O)Nc2cccc(F)c2)nnc1-c1ccoc1C | 58% | -2% | -20% | -7% | -1.8 | 2% | 82%[activator] | 3% | -6%
COc1cc(OC)cc(C(=O)NNC(=O)CCC(=O)c2cccs2)c1 | 0% | -6% | 8% | 11% | -0.2 | -5% | 20% | -7% | -10%
CNC(=O)COc1ccc(-c2nn(C)c(=O)c3ccccc23)cc1 | -1% | -2% | -2% | -4% | 0.3 | 3% | 43%[activator] | -14% | -18%
O=C(Cc1cccs1)N1CCCC(c2nc3c(nnn3Cc3ccccc3Cl)c(=O)[nH]2)C1 (centres undefined) | -19% | -3% | -1% | -27% | -0.5 | -6% | 3% | ? | -2%
COc1ccc(S(=O)(=O)N(C)CC(=O)N2CCCC2)cc1Cl | 2% | -1% | 3% | 2% | -0.3 | 0% | 1% | 3% | 0%
COCCOCC(O)CN1CCN(c2ccc(C)cc2)CC1 (centres undefined) | ? | -1% | 2% | ? | -0.6 | -2% | ? | -9% | -2%
COC(=O)c1ccc(NS(=O)(=O)c2ccc(SC)cc2)cc1 | 1% | · | -2% | -7% | 0.2 | -2% | ? | -10% | -2%
O=C(Nc1cc(-c2nc3ccccc3o2)ccc1Cl)c1ccc(Br)o1 | 3% | 0% | · | -2%&-18% | -0.4 | -7% | 15% | -7% | -4%
CCOc1cccc(C2C(C#N)=C(N)Oc3cc(C)[nH]c(=O)c32)c1OCC (centres undefined) | ? | 9% | -2% | -5% | 0.2 | -2% | 7% | 0% | -7%
COc1cccc(NC(=O)Nc2ccc3c(c2)nc(C)n3C)c1 | 16% | 3% | 7% | -4% | 1.2 | -8% | 15% | -7% | -11%
COc1ccc(C)cc1S(=O)(=O)N(C)CC(=O)N1CCC(C)CC1 | 17% | · | 30% | 4% | 1.1 | 4% | 28% | 4% | -3%
COc1ccccc1C1(CC(=O)O)CCOC(C(C)C)C1 (centres undefined) | 17% | 0% | 16% | 0% | 0.2 | -1% | 8% | 1% | -13%
N[C@H](Cn1ccc(=O)n(Cc2ccccc2C(=O)O)c1=O)C(=O)O | · | · | -5% | ? | · | -1% | · | · | -7%[19.4 µM]
COc1ccccc1NC(=O)Nc1sccc1-c1nc2ccccc2s1 | -6% | 4% | 21% | -2% | 0.1 | -9% | 8% | 42%[activator] | 1%
O=C(c1cccc(F)c1)N1CCC[C@@]2(CCN(Cc3ccccc3)C2)C1 | · | · | 3% | ? | · | 6% | · | · | -3%[60.1 µM]
Cc1cc(C(F)(F)F)nn1Cc1ccc(C(=O)NCc2ccco2)o1 | ? | 8% | -7% | 4% | -0.3 | -9% | 8% | -3% | ?
COc1ccc(/C=C2\CCCC3C2=NN(C(=O)c2scnc2C)C3c2ccc(OC)c(OC)c2)cc1OC (centres undefined) | 11% | 1% | 23% | -10% | 0.2 | 2% | 28% | -13% | -12%
CC(C)C[C@H](NC(=O)[C@@H]1CCCN1C(=O)[C@H](Cc1ccccc1)NC(=O)[C@H](C)NC(=O)[C@H](CCC(=O)O)NC(=O)[C@H](C)NC(=O)[C@H](CO)NC(=O)[C@H](CCC(=O)O)NC(=O)[C@H](CC(=O)O)NC(=O)[C@H](CCC(=O)O)NC(=O)[C@H](C)NC(=O)CNC(=O)[C@H](CC(N)=O)NC(=O)[C@@H]1CCCN1C(=O)[C@H](Cc1ccc(O)cc1)NC(=O)[C@@H](NC(=O)[C@H](CCCCN)NC(=O)[C@@H](NC(=O)[C@@H]1CCCN1C(=O)[C@@H](N)CCCNC(=N)N)C(C)C)C(C)C)C(=O)N[C@@H](CCC(=O)O)C(=O)N[C@@H](Cc1ccccc1)C(=O)O | · | · | 12% | · | · | 4% | · | 7% | -6%[12 µM]
O=C(CSc1nnc(NC2CC2)s1)Nc1ccc(N2CCOCC2)cc1 | · | -3% | 23% | -4% | -0.2 | · | -12% | · | -4%
Cc1ccc([N+](=O)[O-])cc1N=Cc1ccc(Br)s1 | 12% | -17% | -2% | 4% | -0.8 | -11% | ? | -13% | 8%
CC1CCN(CCCNC(=O)c2ccc(CS(=O)(=O)Cc3ccccc3F)o2)CC1 | -9% | -1% | -3% | 2% | -0.4 | -5% | 22% | -6% | -7%

As entered above:
Reading for COc1ccc(C)cc1S(=O)(=O)N(C)CC(=O)N1CCC(C)CC1 in POLK inh: -3%
Reading for Cc1cc(C(F)(F)F)nn1Cc1ccc(C(=O)NCc2ccco2)o1 in TRHR agonist: -0.3

Assay outcomes from PubChem BioAssay.
